Mdm2 ligase inh: inhibitors of human Mdm2 E3 ubiquitin ligase; Q00987; cell-based MDM2 ubiquitination luciferase reporter, 2 h; 0 = plate control, 100 = twice control, blank-subtracted; signal enhancement, % at 5 µM; 210,000 compounds, 0.11% hits; AID 1230;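 active = signal enhancement of 30% or more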;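 also: luminescence tracks abundance of the self-degrading MDM2-luciferase fusion protein; higher signal means inhibition of MDM2 E3 ligase activity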
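Assay system: mammalian cells stably expressing self-ubiquitinating, self-degrading MDM2 E3–luciferase fusion. Quantity: 2000 cells in each well. Medium: DMEM culture medium. Compound dosing: single-point 5 µM. Timing: cell settling 4 h, compound treatment 2 h, both 37 °C. Technique: luciferase luminescence. Read-out basis: percent signal gain over controls, blank-subtracted. Benchmarks: plate controls and plate blanks.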
Wee1 degr inh: blocks degradation of human Wee1 kinase. P30291. HeLa Luc-Wee1K328M stability, luciferase luminescence; 100% = proteasome inhibitor MG132 effect. reporter increase, % at 5 µM. 220,000 compounds, 1.2% hits;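 active = activation above the mean of all tested compounds plus 3 SD, set per screening run, cut at about 8.8% in these data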;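 also: cells exposed to compound for 20 h before luminescence read; 0% = DMSO alone and 100% = MG132 at 30 µM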
NPY2 pot ag: potentiates or activates human NPY-Y2 receptor. P49146. cells expressing NPY-Y2, potentiator/agonist read-out. activation, % at 3.6 µM. 220,000 compounds, 0.45% hits; in the data active = activation above about 27%;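 also: cells stimulated with NPY near EC25 plus isoproterenol at EC100; 0% = vehicle plus submaximal agonist and 100% = vehicle plus saturating agonist; some results beyond the cut were filed as inactive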
Ba/F3 V617F tox: lowers viability of Ba/F3 cells expressing EpoR and JAK2V617F; ATP luminescence; inhibition, % at 5.6 µM; 220,000 compounds, 1.1% hits; AID 1446;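 active = inhibition above the campaign mean plus 3 SD over all tested compounds, cut at about 24% in these data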;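 also: cytokine-independent growth of Ba/F3 cells driven by EpoR plus mutant JAK2; 0% = DMSO-treated cells and 100% = JAK inhibitor I control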
BaF3 parental: counter-screen for JAK2V617F inhibitors: parental Ba/F3 viability inhibitors | CellTiter-Glo ATP luminescence | inhibition, % at 5.6 µM | 220,000 compounds, 1.1% hits | AID 1486;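 active = inhibition above a per-campaign cutoff, the mean inhibition of all tested compounds plus 3 SD, cut at about 27% in these data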;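 also: 0% = DMSO wells and 100% = JAK Inhibitor I control wells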
eIF4E-4G inh: blocks eIF4E binding to eIF4G; TR-FRET eIF4E-eIF4GI(517-606) binding, 2 h; inhibition, % at 21.7 µM; 220,000 compounds, 0.37% hits; AID 782;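 active = inhibition above about 30%, limit read from the data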;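 also: 0% = full FRET control wells and 100% = background wells lacking eIF4GI fragment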
Target sequence (P63073 whole entry, looked up, the tested form may be a part): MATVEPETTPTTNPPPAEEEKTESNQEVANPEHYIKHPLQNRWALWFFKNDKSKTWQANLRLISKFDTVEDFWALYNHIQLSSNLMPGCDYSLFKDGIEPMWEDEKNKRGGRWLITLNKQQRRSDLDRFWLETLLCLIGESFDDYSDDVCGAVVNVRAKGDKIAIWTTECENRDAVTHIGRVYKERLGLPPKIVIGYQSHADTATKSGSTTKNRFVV
Target sequence (Q04637 whole entry, looked up, the tested form may be a part): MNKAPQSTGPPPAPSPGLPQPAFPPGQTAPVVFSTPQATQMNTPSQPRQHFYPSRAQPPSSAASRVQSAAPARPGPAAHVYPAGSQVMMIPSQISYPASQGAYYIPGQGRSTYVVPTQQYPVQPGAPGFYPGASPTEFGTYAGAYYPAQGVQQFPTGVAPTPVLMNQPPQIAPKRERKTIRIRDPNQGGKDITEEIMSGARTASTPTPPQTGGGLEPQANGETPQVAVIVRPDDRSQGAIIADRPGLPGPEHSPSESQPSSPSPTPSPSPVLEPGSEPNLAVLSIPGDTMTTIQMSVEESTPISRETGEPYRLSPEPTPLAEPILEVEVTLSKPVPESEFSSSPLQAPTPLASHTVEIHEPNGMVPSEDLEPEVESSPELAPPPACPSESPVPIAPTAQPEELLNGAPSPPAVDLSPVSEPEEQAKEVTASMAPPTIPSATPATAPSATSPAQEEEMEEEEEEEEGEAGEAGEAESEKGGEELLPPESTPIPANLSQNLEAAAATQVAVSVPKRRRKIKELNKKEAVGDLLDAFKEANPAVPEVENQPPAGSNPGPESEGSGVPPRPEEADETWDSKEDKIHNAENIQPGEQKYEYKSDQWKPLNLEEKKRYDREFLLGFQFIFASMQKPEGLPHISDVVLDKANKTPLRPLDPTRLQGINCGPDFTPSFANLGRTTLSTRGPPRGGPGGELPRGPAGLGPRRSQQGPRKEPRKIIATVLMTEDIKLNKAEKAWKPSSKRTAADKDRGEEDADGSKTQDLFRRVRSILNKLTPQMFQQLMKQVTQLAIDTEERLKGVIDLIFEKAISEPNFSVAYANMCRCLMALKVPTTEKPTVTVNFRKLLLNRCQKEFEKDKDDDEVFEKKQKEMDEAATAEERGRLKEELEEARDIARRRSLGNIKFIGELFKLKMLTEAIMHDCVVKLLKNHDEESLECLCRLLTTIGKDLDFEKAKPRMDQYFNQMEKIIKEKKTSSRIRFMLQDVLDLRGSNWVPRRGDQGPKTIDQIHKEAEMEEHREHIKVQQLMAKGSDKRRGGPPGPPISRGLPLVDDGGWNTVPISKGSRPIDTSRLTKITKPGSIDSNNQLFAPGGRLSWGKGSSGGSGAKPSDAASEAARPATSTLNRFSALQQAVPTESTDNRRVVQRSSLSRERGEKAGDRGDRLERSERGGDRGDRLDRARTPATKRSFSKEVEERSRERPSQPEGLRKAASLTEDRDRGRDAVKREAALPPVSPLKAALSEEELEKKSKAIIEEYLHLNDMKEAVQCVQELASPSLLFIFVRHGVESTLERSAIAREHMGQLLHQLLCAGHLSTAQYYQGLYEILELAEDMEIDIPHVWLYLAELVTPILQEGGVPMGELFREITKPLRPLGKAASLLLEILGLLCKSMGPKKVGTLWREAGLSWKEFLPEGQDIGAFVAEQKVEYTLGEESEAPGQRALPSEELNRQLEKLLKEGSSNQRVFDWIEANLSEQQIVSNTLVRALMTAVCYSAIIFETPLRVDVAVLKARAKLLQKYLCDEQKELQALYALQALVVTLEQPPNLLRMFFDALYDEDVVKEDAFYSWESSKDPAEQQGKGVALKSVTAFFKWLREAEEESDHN
S1P4 antagonist: human S1P4 receptor antagonism; O95977; S1P4-expressing cells, antagonist mode, reporter read-out; inhibition, % at 4.98 µM; 220,000 compounds, 0.26% hits; AID 1510; in the data active = inhibition above about 29%;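 also: 0% = wells stimulated with agonist and 100% = vehicle wells without agonist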
S1P4 ag: agonists of human S1P4 receptor. S1P4-expressing cell line, agonist reporter assay. AID 1509. activation, % at 4.98 µM. 220,000 compounds, 0.35% hits; in the data active = activation above about 11%;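 also: 0% = DMSO vehicle and 100% = reference agonist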
PERK inh: blocks human PERK kinase | 220,000 compounds, 0.17% hits | inhibition, % at 5.6 µM | CHO PERK-DD fusion, SEAP luminescence translation reporter;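 active = inhibition above the mean inhibition of all tested compounds plus 3 SD, set separately per screening campaign, cut at about 2.9% in these data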;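 also: PERK kinase domain activated by AP20187 dimerizer at 100 nM; 0% = DMSO with dimerizer and 100% = rapamycin at 8.4 µM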
* = called active by the depositor; x = not tested or not shown; [ ] = remark or other dose.

SMILES	Mdm2 ligase inh	Wee1 degr inh	NPY2 pot ag	Ba/F3 V617F tox	BaF3 parental	eIF4E-4G inh	S1P4 antagonist	S1P4 ag	PERK inh
Cc1cc(C(=O)CCl)c(C)n1CCc1ccc(Cl)cc1	x	-1	91*	-1	3	2	3	3.0	1.8
CS(=O)(=O)N1CCN(c2cnn(-c3ccccc3)c(=O)c2Cl)CC1	-13	2	-3	-1	6	-1	-6	-0.8	-0.6
COc1ccc2nc(NC(=S)NC(=O)c3ccco3)sc2c1	-16	-1	-10	4	3	3	-7	-0.4	0.3
CCOc1ccc(/C=N/NC(=O)c2nnn(-c3nonc3N)c2COc2ccc(F)cc2)cc1	-4	-4	20	-6	0	4	-1	2.2	-1.4
O=C(Nc1cccnc1)c1cc2nc(C3CC3)cc(C(F)(F)F)n2n1	1	2	-2	-4	0	-2	-9	0.3	-0.7
CCCCCN(C(=O)NC(=O)Nc1ccc(C)cc1C)S(C)(=O)=O	10	3	10	-1	7	-3	-4	0.8	1.3
O=C1CCCS(=O)(=O)c2ccccc21	-1	0	-4	-2	-1	1	6	-1.7	1.2
O=C(c1cccs1)N1C(=O)c2cccc3cccc1c23	-21	0	3	3	3	0	12	2.4	1.0
O=C1Nc2cc(Cl)c(Cl)cc2N(O)N1c1cccc(Cl)c1	-24	-3	-4	-2	-1	2[fluorescence artefact?]	-7	0.1	1.2
C/C(CC(=O)Nc1ccc(Cl)cc1Cl)=N\NC(N)=S	-12	3	6	-3	0	0[fluorescence artefact?]	-11	1.2	-0.1
CC(C)(C)NS(=O)(=O)c1ccc(NC(=O)c2cc(-c3ccccc3)nc3ccccc23)cc1	-2	-2	1	-3	6	-16	10	0.7	1.3
CC(C)C(=O)Nc1nnc(-c2ccco2)s1	-10	3	14	0	1	2	-30	0.5	0.9
CCOc1ccccc1NC(=O)COn1nnc2ccc(Cl)cc21	-18	7	5	0	0	3	-27	-0.2	0.1
CCOc1ccc(N=Cc2c(O)c3ccccc3oc2=O)cc1	-18	0	2	-2	4	-5	-2	-0.4	0.9
CC12CS(=O)(=O)CC1SC(=S)N2Cc1ccccc1 (stereo not drawn)	-6	3	-5	-1	4	-2	6	-0.1	1.0

Reprinted from the part before: two entries; new compounds follow.
SMILES	Mdm2 ligase inh	Wee1 degr inh	NPY2 pot ag	Ba/F3 V617F tox	BaF3 parental	eIF4E-4G inh	S1P4 antagonist	S1P4 ag	PERK inh
CCOc1ccc(N=Cc2c(O)c3ccccc3oc2=O)cc1	-18	0	2	-2	4	-5	-2	-0.4	0.9
CC12CS(=O)(=O)CC1SC(=S)N2Cc1ccccc1 (stereo not drawn)	-6	3	-5	-1	4	-2	6	-0.1	1.0
O=C(Cn1nnc2ccccc2c1=O)NCC1CCC(C(=O)O)CC1 (stereo not drawn)	2	6	-6	-2	-3	2	-8	-0.4	3.2*
Cc1ccccc1Nc1ncnc(N)n1	-9	4	14	-1	8	0	9	0.1	0.2
CC1CCN(c2nc3ccc(C(=O)N4CCN(Cc5ccccc5)CC4)cc3s2)CC1	-15	-1	3	1	10	6	-13	-0.3	-1.2
O=C(NNC(=S)NCC1CCCO1)c1ccc(S(=O)(=O)N2CCOCC2)cc1 (stereo not drawn)	-4	-1	-14	2	9	-6	-210	-0.1	0.6
CSc1snnc1-c1ccccc1	-7	-4	2	4	6	-1	-3	0.6	0.6
O=c1sc(N2CCN(c3ccccc3F)CC2)nc2ccsc12	-23	0	2	2	-1	-2	-2	0.9	0.4
CCOC(=O)c1c(N)nn(C(=O)CC)c1-c1ccccc1	-3	1	14	-1	2	4	-26	1.6	1.0
O=C(CSCC(=O)N1CCOCC1)Nc1nc(-c2ccccc2)cs1	-13	-1	-6	5	4	7	-5	0.5	-0.5
CCCCC(=O)Nc1ccc(C(=O)NNC(=O)c2ccco2)cc1	-7	-1	-11	-2	-1	-2	4	1.2	1.1
CCOC(=O)n1c(=O)n(Cc2ccccc2C)c2ccccc21	-4	2	0	-2	5	-2	-14	1.8	0.0
CN(CC(=O)Nc1ccccc1N1CCOCC1)S(=O)(=O)c1ccc(Cl)cc1	-13	3	11	-1	2	6	-8	0.0	-1.4
CC(Sc1nc2ccccc2c(=O)[nH]1)C(=O)O (stereo not drawn)	-11	6	0	0	4	-9[fluorescence artefact?]	-9	0.6	-1.0
COc1nnc(OC)c2ccccc12	-11	1	4	6	4	-8	9	-1.9	0.5
Cc1onc(C(=O)N2CCC(C(N)=O)CC2)c1-c1ccccc1Cl	1	-2	1	3	4	2[fluorescence artefact?]	-14	0.6	1.5
Cc1ccc(N/C(CSC(N)=O)=N\S(=O)(=O)c2ccc(C)cc2)cc1	-9	-3	-9	-2	2	2	-4	3.2	1.4

Shown as a hit in NPY2 pot ag (from the list above):
Compound	Mdm2 ligase inh	Wee1 degr inh	NPY2 pot ag	eIF4E-4G inh	S1P4 antagonist	S1P4 ag	PERK inh
Cc1cc(C(=O)CCl)c(C)n1CCc1ccc(Cl)cc1	x	-1	91*	2	3	3.0	1.8

Next results follow:
SMILES	Mdm2 ligase inh	Wee1 degr inh	NPY2 pot ag	Ba/F3 V617F tox	BaF3 parental	eIF4E-4G inh	S1P4 antagonist	S1P4 ag	PERK inh
OCCC1CN(Cc2cccn2-c2cccnc2)CCN1Cc1ccccc1 (stereo not drawn)	-1	-4	-6	2	11	1	-21	-1.1	-0.1
Cc1c(C(=O)OC(C)C)sc(NC(=O)c2cccnc2)c1C#N	-5	-1	10	0	4	5	7	-1.0	0.8
CC(C)C(=O)N=C1NC(=O)CS1	-7	0	-2	4	3	5	11	0.0	-0.3
COc1ccc(N(C(C)C(=O)N/N=C(\C)C(C)(C)C)S(C)(=O)=O)cc1 (stereo not drawn)	-14	-2	7	-1	3	-5	-12	1.2	-0.1
O=C(Nc1ccccc1[N+](=O)[O-])C1=C(O)CCn2c1nc1ccccc12	-31	2	-1	-3	3	x	-6	-1.5	-1.3
Cc1ccc(C(C(=O)NCc2ccco2)N(C(=O)Cc2cccs2)c2cccnc2)cc1 (stereo not drawn)	-28	0	6	-4	1	2	-6	-1.3	0.1
CC(C)(O)C(=O)NNC(=S)NCc1ccco1	-10	-1	-22	0	5	1	-7	2.1	0.8
O=C(O)c1ccc(N/N=C/c2cccc(F)c2)cc1	-26	1	7	1	8	-4[fluorescence artefact?]	-23	-0.5	1.3
CC(C)CN(CC(C)C)C(=O)c1cccc(S(=O)(=O)N2CCc3ccccc32)c1	-13	-1	-3	1	-1	0	1	-0.9	0.1
CCC(C)(C)C1CCC(=NNC(=S)Nc2ccccc2)CC1 (stereo not drawn)	-3	-1	-5	2	1	-6	16	1.2	0.8
Cc1c(Cl)cccc1-c1ccc(/C=N/n2cnnc2)o1	-19	-2	0	-1	4	3[fluorescence artefact?]	-16	1.2	0.8
C/C(=N/OC(=O)CC(C)C)c1cc(-c2ccc(Cl)cc2)no1	-25	1	-7	1	2	0	-4	0.1	-0.3
O=c1/c(=C\c2cccnc2)sc2nc3ccccc3n12	2	-1	4	-4	1	-3	-1	-2.3	1.1
CSc1cccc(NC(=O)C(C)C)c1	-11	-2	16	-4	-1	7	1	-0.8	1.0
Cc1cc(C)n2c(=O)c3ccc(Cl)cc3nc2c1C#N	-6	2	5	0	2	-2	-3	0.2	2.2
Fc1ccc(-c2nc3ccncc3[nH]2)cc1	-11	0	-16	0	5	-3[fluorescence artefact?]	-5	-6.8	-0.1
Cc1nc2c(C(=O)NCCc3ccccc3)c[nH]n2c(=O)c1Cl	5	-1	9	-3	1	5	-8	-3.2	0.6
CC(C)C(NC(=O)C1CCC(C(C)(C)C)CC1)C(=O)NCCCN1CCCCC1 (stereo not drawn)	-3	1	6	0	6	-1	2	-0.5	0.4
O=C1NC2CCc3nc4ccccc4c(=O)n3C2=Nc2ccccc21 (stereo not drawn)	-19	4	-7	-5	-5	2	-16	-0.8	2.6
O=C(N/N=C/C=C/c1ccccc1[N+](=O)[O-])c1cccs1	-7	3	3	0	7	4[fluorescence artefact?]	-7	-1.9	0.8
O=C(O)CC(Cn1cnnn1)c1ccccc1 (stereo not drawn)	-4	-3	4	4	3	7	7	-2.5	0.0
COc1ccc(CN2CCNC(=O)C2CC(=O)NCc2cn3ccc(C)cc3n2)c(OC)c1 (stereo not drawn)	-10	-1	8	0	1	-1	0	0.0	1.3
CC(C)(C)C(=O)NC1CCN(S(=O)(=O)c2cccc(C(F)(F)F)c2)CC1	-9	5	-11	-3	4	2	-11	0.9	0.1
COc1ccc(-c2nnn(CC(=O)N(Cc3ccc(F)cc3)C(C(=O)NC3CCCC3)c3ccc(F)cc3)n2)cc1 (stereo not drawn)	x	1	-8	-1	-1	x	-15	-0.8	0.1
O=C(CN1CCN(S(=O)(=O)c2ccccc2F)CC1)NC1CCCC1	11	-3	-2	-3	5	4	-10	-0.7	0.3
CN(c1ccccc1C(=O)N1CCN(c2cccc(Cl)c2)CC1)S(C)(=O)=O	-3	1	1	-4	4	4	-4	0.5	0.2
CCc1ccc(Cn2nnc(C(=O)Nc3cccc(C)c3)c2N)cc1	-5	1	-6	1	2	-2	-1	-1.3	0.8
COc1ccc(C2c3ccsc3CCN2C(=O)NC(C)(C)C)cc1 (stereo not drawn)	-18	-3	-12	-3	3	2	11	-0.9	-1.1
O=C(NN1C(=O)C2C3C=CC([C@@H]2C1=O)C31CC1)c1ccccc1 (stereo partly drawn)	-10	0	0	-4	5	1	-8	1.8	1.5
CC(=O)Nc1cccc(N=NN2CCOCC2)c1	0	-4	9	-4	5	-4	-21	-0.1	-0.9
COc1nccnc1NS(=O)(=O)c1ccc(NC(=O)c2cccc(C)c2)cc1	-10	-3	4	0	3	-6	7	-0.3	-0.1
Cc1cc(=O)[nH]c(SCC(=O)c2ccccc2)c1C#N	-14	-3	-12	6	7	-4[fluorescence artefact?]	4	-1.6	0.7
CCOC(=O)C1=NN(C(C)=O)C2(CC(=O)N(c3cccc(C)c3)C2=O)C1 (stereo not drawn)	-12	5	9	-2	-2	2	-7	2.9	1.5
CCCc1nnc(NC(=O)OCC)s1	-15	-2	-10	4	3	2	-3	0.5	0.4
CC(=O)c1c(C)[nH]c(C(=O)N2CCCCCC2)c1C	-10	8.9*	-1	0	4	2	-15	-0.2	0.6
CCc1ccc(C2C(C#N)=C(N)C(C#N)(C#N)C3=CCC(C(C)(C)C)CC32)cc1 (stereo not drawn)	-18	0	14	-4	4	-4	7	0.4	-0.8
COc1ccc(S(=O)(=O)N2Cc3ccccc3CC2C(=O)N2CCOCC2)cc1 (stereo not drawn)	x	-1	-15	6	2	x	-6	0.0	-1.4
CCN(CC)C(=O)CSc1nc2ccc(NC(=O)CSc3nnc(N)s3)cc2s1	-6	1	-6	-2	3	-13	2	0.8	1.3
O=C(NNC(=O)C1CCN(Cc2ccccc2)CC1)c1cccs1	2	3	4	2	2	0	-8	1.6	0.8
Cc1ccc(C(c2sc3ncnn3c2O)N2CCC(C)CC2)cc1 (stereo not drawn)	-18	-1	-5	-3	4	0	2	0.6	1.0
CCS(=O)(=O)N1CCC(C(=O)NCCN2CCN(Cc3ccccc3)CC2)CC1	-20	0	-11	3	3	-3	-12	1.0	-0.4
CCc1c(C)sc(NC(=O)CC#N)c1C#N	-11	-2	10	-3	1	-5	4	-0.1	0.1

Source: PubChem (several laboratories)
